# Screens (PubChem)
# a7 integrin act: activates integrin-mediated alleviation for muscular dystrophy; Potency, µM (titrated, usually from 38.3 µM), without a hit: at the top dose activation, actives largely listed as activators; alpha7betagal myoblasts, beta-gal FDG fluorescence, 48 h; 350,000 tested, 0.064% active;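 also: potency is read from the fitted curve at half-maximal effect; 100% = response of the positive control SU9516; nearly all actives have a fitted effect of over 60% in size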
#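 Alpha7betagal+/- myoblasts (passage 13) were plated 16-24 hr, then exposed to compounds (1:260 dilution of DMSO stock) for 48 hours at 37C. After MPER lysis, β-galactosidase reporter activity was read as FDG fluorescence (ex 480/em 540) after 30 minutes.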
# CXXC DNA block: blocks binding of human MLL CXXC domain to DNA. Q03164. 290,000 tested, 0.037% active. MLL-CXXC / FITC-HOXA9 DNA fluorescence polarization. Potency, µM (series often up to 115 µM), for inactives: top-dose activity change, negative = inhibition, actives largely listed as inhibitors; active = well fitted inhibition curve with a large enough effect in the polarisation, with a control signal flat, not every such curve was filed as active; inconclusive = small, poorly fitted or top-dose-only effect, or effect the other way, or a change in a side signal; inactive = no such curve, though single readings can be large or run the other way; the % refers to the polarisation; also: potency is read from the fitted curve at half-maximal effect
#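 Purified MLL-CXXC (added from a 7 uM solution) was preincubated 5 min at ambient with pinned compounds in 50 mM Tris-HCl pH 7.5, 50 mM NaCl, 1 mM DTT, 0.05% BSA. Fluorescein-labeled HOX-A9 DNA (50 nM solution) followed, 30 min, then polarization read.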
# FBPA coupling cs: inhibits coupling enzyme system, counter-screen for aldolase hits; activity change, negative = inhibition, % at 58.2 µM, hits read low; coupling enzyme system counterscreen, AmpLite Red fluorescence; 290,000 tested, 0.67% active; in the data active = activity change below about -30%; also: % is scaled to controls: 0 for no effect and ±100 for the full control effect
#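 Activity here indicates interference with the coupling reaction, not aldolase inhibition. Compounds at 57.5 uM final met coupling enzymes for 10 min at RT; substrate and AmpLite Red detection followed, with a 525/598 nm fluorescence read after 20 min.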
# KCNH2 WT inh: blocks the wildtype human KCNH2 potassium channel | U2OS, BacMam KCNH2, thallium flux FluxOr; stronger effect = lower value | activity change, % at 1.84 µM | 340,000 tested, 0.37% active;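 active = maximum activity change below -70%; inconclusive = maximum activity change between -70% and -50%; inactive = maximum activity change above -50%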; also: % is scaled to controls: 0 for no effect and ±100 for the full control effect
#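 U2OS cells were transduced with wild-type KCNH2 virus (2.03 x 10^8 / mL) for 4 h at room temperature, then cultured overnight at 37 C. Thallium flux was read with FluxOr dye. Rate constants were normalized to DMSO controls.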
# KCNH2 3.1 inh: blocks the human KCNH2 3.1 channel isoform. U2OS KCNH2 3.1, thallium flux FluxOr; stronger effect = lower value. activity change, % (tested at about 1.8 µM). 340,000 tested, 0.95% active. AID 720553;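 active = maximum activity change below -70%; inconclusive = maximum activity change from -70% to -50%; inactive = maximum activity change above -50%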;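 also: thallium influx rate constant from kinetic fluorescence after stimulation buffer; % is scaled to controls: 0 for no effect and ±100 for the full control effect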
#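 Measured as rate of thallium-driven FluxOr signal in transduced U2OS cells carrying the 3.1 channel, read kinetically for 2 min upon stimulation; values are rate constants scaled to DMSO control wells.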
# A-T KAP1 phos: potential ataxia-telangiectasia treatment. […] A-T fibroblasts, KAP-1 phosphorylation AlphaLISA; neocarzinostatin DNA damage 30 min before lysis. Potency, µM (top dose mostly 57.5 µM), without a hit: at the top dose activation, hits mostly activators. 320,000 tested, 0.19% active; also: potency is read from the fitted curve at half-maximal effect; % of control where 0% means no effect; nearly all actives have a fitted effect of over 45% in size
#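 ATM-like activity read as KAP-1 phosphorylation via AlphaLISA donor/acceptor antibody pairs after lysis and 6 hr at 25C. Cells were ATM-null patient fibroblasts ([…], hTERT), dosed 60 min, then exposed to the DSB inducer NCS for 30 min.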
# ASM inhibitor: blocks human secretory acid sphingomyelinase | Potency, µM (series often up to 57.5 µM), for the others: top-dose activity change, negative = inhibition, hits mostly inhibitors | placental ASM, HMU-PC fluorogenic substrate, 60 min | AID 504937 | P17405 | 340,000 tested, 0.006% active; also: potency is read from the fitted curve at half-maximal effect
# Target sequence (P17405 47-631 limits assumed): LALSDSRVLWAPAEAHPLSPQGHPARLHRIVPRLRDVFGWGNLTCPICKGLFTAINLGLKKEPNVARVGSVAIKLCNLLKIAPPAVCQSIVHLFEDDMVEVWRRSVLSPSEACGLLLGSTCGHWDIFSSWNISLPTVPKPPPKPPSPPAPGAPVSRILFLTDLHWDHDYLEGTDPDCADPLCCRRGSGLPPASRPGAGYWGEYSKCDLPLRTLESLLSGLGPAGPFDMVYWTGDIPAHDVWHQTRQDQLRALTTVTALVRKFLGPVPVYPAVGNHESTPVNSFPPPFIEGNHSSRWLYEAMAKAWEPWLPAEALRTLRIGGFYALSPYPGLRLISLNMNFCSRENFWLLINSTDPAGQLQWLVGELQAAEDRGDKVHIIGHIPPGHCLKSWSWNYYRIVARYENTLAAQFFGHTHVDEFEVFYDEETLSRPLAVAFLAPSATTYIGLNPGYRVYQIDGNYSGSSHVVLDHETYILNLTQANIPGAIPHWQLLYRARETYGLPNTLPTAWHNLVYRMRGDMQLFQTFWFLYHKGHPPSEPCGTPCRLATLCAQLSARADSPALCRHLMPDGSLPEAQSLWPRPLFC
#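 Human placenta-derived ASM enzyme was preincubated with compound for 10 minutes at room temperature, then given fluorogenic substrate HMU-PC0 (9 uM final) for 60 minutes at 37 °C; a pH 10 stop preceded fluorescence reading at Ex 386/Em 447 nm.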
# MBNL1 CUG block: MBNL1-poly(CUG) RNA binding inhibition | TR-FRET MBNL1-His/biotin-(CUG)12 binding, 665/545 ratio | Potency, µM (highest dose often 57.5 µM), inactives show at the highest dose activity change, negative = inhibition, actives largely listed as inhibitors | 280,000 tested, 0.036% active; active = well fitted inhibition curve with a large enough effect in the signal ratio, with a control signal flat, not every such curve was filed as active; inconclusive = small, poorly fitted or top-dose-only effect, or effect the other way, or a change in a side signal; inactive = no such curve, though single readings can be large or run the other way; the % refers to the signal ratio; also: potency is read from the fitted curve at half-maximal effect; % is scaled to controls: 0 for no effect and ±100 for the full control effect
# Target sequence (Q9NR56 whole entry, looked up): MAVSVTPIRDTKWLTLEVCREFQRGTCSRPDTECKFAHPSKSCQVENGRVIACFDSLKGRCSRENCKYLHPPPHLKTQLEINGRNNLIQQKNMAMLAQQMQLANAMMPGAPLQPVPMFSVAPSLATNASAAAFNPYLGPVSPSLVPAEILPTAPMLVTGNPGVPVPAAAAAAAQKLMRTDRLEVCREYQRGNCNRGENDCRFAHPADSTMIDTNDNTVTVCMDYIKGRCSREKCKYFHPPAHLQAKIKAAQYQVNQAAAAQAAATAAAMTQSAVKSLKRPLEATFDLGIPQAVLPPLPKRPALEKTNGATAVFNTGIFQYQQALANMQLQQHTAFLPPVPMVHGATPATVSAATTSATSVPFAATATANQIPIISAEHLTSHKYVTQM
#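 His-tagged MBNL1 binding to biotinylated (CUG)12 RNA was measured by TR-FRET using terbium anti-His antibody (0.055 ng/ul final) and streptavidin-XL665 (5 nM final). Compounds were titrated 92 nM to 58 uM; 60 min at room temperature.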
# GALK inh: blocks human galactokinase activity; Potency, µM (doses to about 57.5 µM), without a hit: at the top dose activity change, negative = inhibition, most hits filed as inhibitors; P51570; 270,000 tested, 0.007% active; Purified GALK, Kinase-Glo residual ATP luminescence; also: potency is read from the fitted curve at half-maximal effect; % is scaled to controls: 0 for no effect and ±100 for the full control effect
#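 ATP-depletion format; final 35 uM ATP, 100 uM D-galactose, 5 nM enzyme; pH 8.0 HEPES/Mg2+ buffer; 60 min RT; luminescence read 10 min after detection reagent.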
# TRPV1 ag: human TRPV1 agonism | TRPV1-expressing cells, Fluo-8 calcium influx, agonist mode | Q8NER1 | activation, % at 8.33 µM | 320,000 tested, 0.19% active; in the data active = activation above about 80%; inconclusive = between about 30% and that limit; also: 0% is about no effect
#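 Fluo-8 calcium influx in TRPV1-expressing cells, kinetic read (ex 480/em 520 nm). Compound added and read 3 min for agonist activity, followed by capsaicin at EC20 final and 2 min further read for enhancement.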
# Starred values were filed as active, the others as inactive; u = inconclusive; x = not tested or not shown; [ ] = remark or other dose. Unless noted, calls follow the shape of the dose curve; as a rule, active = well fitted curve in the direction sought with a large enough effect; inconclusive = small, poorly fitted or top-dose-only effect, or another doubt; inactive = no such curve, though single readings can be large; an effect the other way counts as inactive or inconclusive.
SMILES,a7 integrin act,CXXC DNA block,FBPA coupling cs,KCNH2 WT inh,KCNH2 3.1 inh,A-T KAP1 phos,ASM inhibitor,MBNL1 CUG block,GALK inh,TRPV1 ag
Cc1ccc(Oc2nc3ccccn3c(=O)c2/C=C(\C#N)C(=O)NC2CCS(=O)(=O)C2)cc1 (configuration not stated),u,10%,2,-2,3,11%,280%[activator],7%,0%,0
O=C(C1CCCO1)N1CCN(C(=S)Nc2cccc(Cl)c2)CC1 (configuration not stated),10%,-5%,0,-2,4,-11%,1%,x,3%,2
CN(C)S(=O)(=O)c1ccc(NC(=O)c2ccc([N+](=O)[O-])cc2)cc1,20%,-4%,7,20,-4,u,-4%,u,-1%,u
N#CC1=C(N)Oc2c(O)cc3ccccc3c2C1c1ccsc1 (configuration not stated),6%,3%,-23,-5,77,8%,-8%,-9%,-7%,15
CCOC(=O)CCSc1nc(N2CCOCC2)c2c(c1C#N)CC(C)(C)OC2,12%,-4%,3,-3,0,11%,0%,-1%,4%,u
COc1ccc(Cl)cc1C(=O)Nc1cccnc1,-9%,-4%,-4,8,8,-2%,-1%,-4%,0%,-2
O=C(CCc1ccccc1)NC(=S)NCc1ccco1,u,-5%,0,0,18,0%,-2%,-5%,1%,4
C=CCNC(=S)NNC(=O)c1cccn(Cc2ccc(Cl)cc2)c1=O,-10%,-9%,-1,0,-6,-4%,27%,1%,-4%,-1
COc1ccc(N=C2NC(=O)C(CO)(CO)S2)cc1,u,19%,-1,4,26,-7%,7%,-4%,1%,0
c1ccc(COC2CCCN(Cc3nc(-c4cnccn4)no3)C2)nc1 (configuration not stated),8%,-10%,-4,x,18,-6%,2%,-5%,5%,-2
O=C(c1ccc(S(=O)(=O)N2CCCCCC2)cc1)N1CCCC(C(F)(F)F)C1 (configuration not stated),-7%,x,x,-6,8,1%,-4%,x,x,u
CC1(C)OC2C(O1)[C@@H](CO)O[C@H]2n1cnc2c(N)ncnc21 (some centres not stated),-13%,-10%,-1,-7,4,19%,4%,-3%,-2%,-1
O=C1c2ccccc2-c2nccnc21,8%,-17%,0,3,3,-1%,3%,u,-1%,7
CC1CCc2c(sc(NC(=O)CSc3nc(N)cc(=O)[nH]3)c2C(N)=O)C1 (configuration not stated),8%,x,x,16,18,-4%,1%,x,x,-3
Cc1cc(=O)oc2cc(OCC(=O)N3CCN(C(=O)C4COc5ccccc5O4)CC3)ccc12 (configuration not stated),-4%,33%[activator],x,-4,2,9%,-1%,-1%,-3%,4
Oc1ccc(C2=CSC3=NCCN23)cc1O,-16%,8%,-5,-5,-11,7%,3%,-10%,1%,-3
CCOc1ccc2[nH]c(C(=O)N/N=C/c3ccccc3OC)cc2c1,7%,u,-1,-10,2,19%,7%,9%,-5%,1
CCN(CC(=O)NC1CCS(=O)(=O)C1)S(=O)(=O)c1ccc(Cl)cc1C(F)(F)F (configuration not stated),23%,x,x,2,12,0%,1%,x,x,-6
CC(=O)c1cccc(NC(=O)NCCc2ccc(Cl)cc2)c1,-7%,u,0,-16,-4,1%,-4%,-6%,-3%,u
S=C(Nc1ccc(N2CCOCC2)cc1)Nc1ccc2nc(-c3ccco3)c(-c3ccco3)nc2c1,-12%,u,-24,7,11,6%,-13%,u,-3%,13
Cc1cccc(NC(=O)c2cnc3sccn3c2=O)c1,1%,25%,2,11,0,-10%,-1%,-3%,-1%,8
Cn1c(=O)n(C)c2cc(NC(=O)c3ccccc3NS(C)(=O)=O)ccc21,0%,-5%,-6,-5,-4,-6%,0%,-4%,8%,-4
CCOC(=O)c1ccc(Nc2nc(=O)c3cccnc3s2)cc1,-19%,2%,4,-3,-5,-2%,-1%,-7%,-2%,13
Clc1ccc(-c2ccn[nH]2)cc1,18%,7%,5,7,8,5%,3%,-10%,-3%,-4
CCc1cccc(CC)c1NC(=S)N1CCn2cccc2C1c1cccnc1 (configuration not stated),-3%,15%,-3,-1,0,2%,8%,u,2%,3
COc1ccc(OC)c(-c2cc(C(=O)NCCCn3ccnc3)no2)c1,-1%[7.66 µM],4%,1,-3,11,-5%,1%,9%,1%,5
Cc1cc(C)n(CCNS(=O)(=O)c2ccccc2)n1,0%,6%,1,11,16,6%,1%,0%,-1%,-1
CCOc1cccc(-c2nnc3sc(-c4cc(OC)c(OC)cc4OC)nn23)c1,x,9%,3,x,x,12%,x,17%,3%,-1
O=C(NNc1ccc(O)cc1)c1ccc(Br)cc1,-53%[inhibitor],-6%,1,x,-20,-2%,-3%,x,10%,6
O=C(CSC(=S)N1CCCC1)N1CCN(S(=O)(=O)c2cccc(F)c2)CC1,-25%,x,x,8,10,-2%,x,x,x,21
CC1CN(C2CCN(S(=O)(=O)c3ccccc3)CC2)CC(C)O1 (configuration not stated),6%[7.66 µM],-2%,-2,6,22,-1%,8%,-8%,0%,3
Cc1ccc2[nH]c3c(=O)n(CC(=O)NCCCN4CCN(c5ccc(F)cc5)CC4)ncc3c2c1,-34%,2%,1,u,u,-2%,-6%,-1%,9%,8
CCOc1ccc(-n2cc(C(=O)Nc3cccc(C)n3)c3cc(OC)c(OC)cc3c2=O)cc1,29%,x,x,-1,-6,x,6%,x,x,x
CCOc1ccc(NC(=S)NNc2ccnc3cc(Cl)ccc23)cc1,-82%,38%[activator],0,4,-35,-4%,-8%,x,13%,3
COc1ccc(C(=O)NCC(=O)N/N=C/C=C/c2ccccc2)cc1OC,-16%,-6%,2,-5,3,-1%,-2%,u,1%,-3
COC(=O)Nc1nncs1,-5%,2%,0,-1,35,0%,0%,2%,-1%,1
CCC(=O)NNc1ccc(Br)cc1,-1%,4%,1,-3,x,-1%,1%,-5%,5%,-3
O=C(CC1SC(N2CCOCC2)=NC1=O)Nc1ccc(F)cc1 (configuration not stated),9%,x,x,2,-17,3%,1%,x,x,x
C/C(=N/NS(=O)(=O)c1ccc(C)cc1)c1cccc(NC(=O)c2cccc(Cl)c2)c1,-8%,-5%,-1,3,-14,9%,u,-3%,3%,-2
CC(=O)c1cccc(NC(=S)NNC(=O)c2ccco2)c1,22%,u,1,-12,-2,1%,8%,-4%,11%,1
CCc1ccc2[nH]c(=O)c(-c3ccccc3)c(O)c2c1,-10%,3%,4,9,22,5%,3%,-5%,1%,-1
CC1(C)CC(=O)C(C(C#Cc2ccccc2)C2=C(O)CC(C)(C)CC2=O)=C(O)C1,-21%,-27%,x,-10,2,-4%,-1%,7%,-4%,11
Cc1ccc(-c2noc(CSc3nnc(Cc4ccccc4)n3-c3cccc(C)c3)n2)cc1,19%,-4%,-1,-44,1,6%,-23%,6%,-5%,3
O=c1[nH]c(/C=C/c2ccccn2)nc2ccccc12,0%,34%[activator],2,-5,12,20%,8%,u,x,1
COc1ccc(C)cc1NC(=O)Nc1ccccc1,11%,-3%,-2,-137*,-135*,x,-3%,-1%,4%,26

# Exported with values under each structure: entries from further up
# Values in the order – a7 integrin act	CXXC DNA block	FBPA coupling cs	KCNH2 WT inh	KCNH2 3.1 inh	A-T KAP1 phos	ASM inhibitor	MBNL1 CUG block	GALK inh	TRPV1 ag
COc1ccc(C(=O)NCC(=O)N/N=C/C=C/c2ccccc2)cc1OC
  -16%	-6%	2	-5	3	-1%	-2%	u	1%	-3
COC(=O)Nc1nncs1
  -5%	2%	0	-1	35	0%	0%	2%	-1%	1
CCC(=O)NNc1ccc(Br)cc1
  -1%	4%	1	-3	x	-1%	1%	-5%	5%	-3

# Next section.
SMILES,a7 integrin act,CXXC DNA block,FBPA coupling cs,KCNH2 WT inh,KCNH2 3.1 inh,A-T KAP1 phos,ASM inhibitor,MBNL1 CUG block,GALK inh,TRPV1 ag
C#CCOC(=O)c1cc(Cl)c(=O)n(Cc2ccc(Cl)cc2Cl)c1,-40%,16%,6,-4,-34,u,-8%,4%,x,0
CCCCC1CC(/C(C)=N/NC(N)=O)OC1=O (configuration not stated),15%,2%,0,-2,-1,4%,2%,-3%,0%,-6
N#CC(c1ccc(Cl)nn1)c1ccccc1Cl (configuration not stated),-11%,-13%,7,-12,2,x,-2%,2%,0%,29
CN1C(=O)C2C(c3ccc(N(C)C)cc3)=NN(Cc3ccccc3)C2C1=O (configuration not stated),-18%,-3%,1,-9,6,-9%,0%,-2%,2%,u
CCN(CC)CCCNC(=O)C1c2cc(OC)c(OC)cc2C(=O)N(C)C1c1cccnc1 (configuration not stated),-7%,1%,1,0,-3,-4%,0%,-3%,-2%,-1
O=S(=O)(c1ccc2nc(Cc3ccccc3)[nH]c2c1)N1CCOCC1,-28%,-3%,2,25,-43,2%,0%,-1%,1%,28
